Bioassay records deposited in PubChem BioAssay by several laboratories.
Bcl-W Bim block – human Bim-Bcl-W interaction inhibition; 0.02% of 190,000 active; AID 952; bead-based flow cytometry, Bim peptide-Bcl-W binding; inhibition, % at 10 µM; Q92843;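 further: 0% = bound tracer without compound and 100% = peptide blocker; higher means less fluorescent Bim peptide bound to Bcl-W beads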
Target sequence (Q92843 whole entry, looked up): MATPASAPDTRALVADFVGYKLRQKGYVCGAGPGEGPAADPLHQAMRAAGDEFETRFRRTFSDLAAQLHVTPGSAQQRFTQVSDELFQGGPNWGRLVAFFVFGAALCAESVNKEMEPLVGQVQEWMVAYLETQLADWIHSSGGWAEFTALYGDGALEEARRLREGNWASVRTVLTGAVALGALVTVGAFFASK
Bcl-B Bim block – human Bim-Bcl-B interaction inhibition | Q9HD36 | bead-based flow cytometry, Bim peptide-Bcl-B binding | inhibition, % at 10 µM | 0.073% of 190,000 active | AID 951;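 further: 0% = tracer peptide without compound and 100% = reference inhibitor peptide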
GSH bead fluor – compound fluoresces at 488/530 nm on GSH beads. GSH beads flow cytometry, compound fluorescence 488/530 nm; stronger effect = higher value. fluorescence (KMESF) at 10 µM. 0.25% of 190,000 active. AID 1776; in the data active means fluorescence above about 89;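 further: glutathione beads carrying GST-tagged Bcl family fusion proteins plus one bare bead set; values are compound well signal with DMSO vehicle wells as background; inactives centre near 16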
RGS7-Gao reg – modulates binding of RGS7 to human Galphao; P09471; Multiplexed bead flow cytometry; actives lie on both sides; binding response (% of control), % at 10 µM; 0.35% of 220,000 active; in the data active means binding response below about 49% or above about 150%; inconclusive means no clear call, values can overlap the other calls; inactive means in between;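 further: fluorescent Galphao held in activated GDP-AlF4 state binding bead-coupled RGS7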
Target sequence (P09471 whole entry, looked up): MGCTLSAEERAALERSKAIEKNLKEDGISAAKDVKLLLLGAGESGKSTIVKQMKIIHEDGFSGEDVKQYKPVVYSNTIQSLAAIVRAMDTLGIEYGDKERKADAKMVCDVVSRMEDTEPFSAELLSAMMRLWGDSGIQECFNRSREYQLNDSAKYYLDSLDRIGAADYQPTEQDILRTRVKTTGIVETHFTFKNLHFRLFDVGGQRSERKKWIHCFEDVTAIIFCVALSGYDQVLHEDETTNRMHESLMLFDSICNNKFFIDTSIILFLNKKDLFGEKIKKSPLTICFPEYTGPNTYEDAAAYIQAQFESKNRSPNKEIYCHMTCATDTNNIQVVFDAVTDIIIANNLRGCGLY
RGS8-Gao – regulators of human RGS8-Galphao interaction. P09471. multiplexed bead flow cytometry, RGS8-Galphao binding; actives lie on both sides. response (percent of control binding), % at 10 µM. 0.34% of 220,000 active. AID 1423; in the data active means response below about 60% or above about 140%; inactive means in between;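 further: Galphao activated as the GDP aluminium fluoride complex binding bead-coupled RGS8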
Mcl1 Bid PPI – disrupts binding of human Mcl-1 to Bid peptide | Q07820 | TR-FRET Mcl-1/Bid-Dy647 peptide binding, 1536-well | AID 1021 | 0.97% of 220,000 active | inhibition, % at 21.7 µM;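 active means compounds that cut the binding signal by more than half at the single screening dose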;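 further: His-tagged Mcl-1 with europium anti-His antibody binding Bid BH3 peptide; 0% = Mcl-1 plus peptide wells and 100% = peptide-only wells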
Bim-Bcl-XL – human Bim-Bcl-XL interaction inhibition | Bim peptide-Bcl-XL binding, bead flow cytometry, fluorescence | inhibition, % at 10 µM | 0.04% of 190,000 active | AID 1007
Target sequence (Q07817 whole entry, looked up): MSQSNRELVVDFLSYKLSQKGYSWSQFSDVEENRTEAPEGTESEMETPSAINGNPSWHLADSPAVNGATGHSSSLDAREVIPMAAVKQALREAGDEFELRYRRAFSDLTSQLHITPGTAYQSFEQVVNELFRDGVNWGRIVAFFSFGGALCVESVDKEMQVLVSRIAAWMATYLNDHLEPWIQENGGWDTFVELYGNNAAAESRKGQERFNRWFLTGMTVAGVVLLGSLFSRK
Bim-Mcl-1 – human Bim-Mcl-1 interaction inhibition. inhibition, % at 10 µM. Q07820. Bead-based flow cytometry, Bim peptide-Mcl-1 binding. 0.1% of 190,000 active;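 further: 0% = no compound tracer wells and 100% = peptide blocker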
Bcl-2 Bim block – inhibitors of Bim-Bcl-2 interaction, human | P10415 | Bead-based flow cytometry, Bim peptide-Bcl-2 binding | AID 950 | 0.06% of 190,000 active | inhibition, % at 10 µM; in the data active means inhibition above about 40%; inconclusive means no clear call, values can overlap the other calls;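 further: 0% = no compound wells with probe peptide and 100% = reference peptide inhibitor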
Target sequence (P10415 whole entry, looked up): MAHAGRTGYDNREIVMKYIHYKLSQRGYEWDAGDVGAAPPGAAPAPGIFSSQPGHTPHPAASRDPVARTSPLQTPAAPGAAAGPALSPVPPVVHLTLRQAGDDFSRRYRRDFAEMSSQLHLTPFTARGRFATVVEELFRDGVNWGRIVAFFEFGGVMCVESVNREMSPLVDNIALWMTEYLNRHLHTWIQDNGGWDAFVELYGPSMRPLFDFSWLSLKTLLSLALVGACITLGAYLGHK
RGS4-Gao reg – modulates binding of RGS4 to human Galphao; P09471; Multiplexed bead flow cytometry; actives lie on both sides; binding response (% of control), % at 10 µM; 0.33% of 220,000 active; AID 1415; in the data active means binding response below about 49% or above about 150%; inactive means in between;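 further: fluorescent Galphao activated with aluminum fluoride binding bead-coupled RGS4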
Bim-Bfl-1 – inhibitors of Bim-Bfl-1 interaction, human. Q16548. Bead-based flow cytometry, Bim-Bfl-1 binding inhibition. 0.12% of 190,000 active. inhibition, % at 10 µM;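 further: 0% = wells without compound plus tracer and 100% = blocker peptide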
Numbers without * were called inactive; ? = inconclusive; . = not tested or not shown. Unless noted, no stated cut-off is given here; in the data, active means inhibition above about 40%.

Bcl-B Bim block	RGS4-Gao reg	Bcl-W Bim block	Bcl-2 Bim block	GSH bead fluor	Bim-Mcl-1	RGS7-Gao reg	Bim-Bcl-XL	Bim-Bfl-1	RGS8-Gao	Mcl1 Bid PPI	mol
0	98	-1	-2	49	-1	95	-1	-6	99	-20	Cc1cc(C(=O)CSc2nnc(Nc3ccccc3)s2)c(C)n1CC1CCCO1 (configuration not stated)
-12	99	-10	-7	14	-5	99	-14	-7	101	-10	CCS(=O)(=O)NCCc1csc(-c2cccnc2)n1
-10	98	-4	-8	26	-2	98	-7	-11	98	-32	Cc1nn(-c2nnc(C)c(=O)[nH]2)c(C)c1SCC(=O)Nc1ccc(C(C)C)cc1
-5	99	0	-2	23	-2	97	-2	-7	99	3	Cc1ccc(NC(=O)CN(C)C(=O)CSc2nnc(C(F)(F)F)n2C)cc1
-14	102	0	-7	28	-4	102	-7	-13	99	1	COc1ccc(-c2nc(SCC(=O)NCc3ccco3)c(-c3ccccc3)[nH]2)cc1OC
-3	95	0	-3	25	-4	92	-3	-2	98	-1	Cc1ccc(N(CCCCN2C(=O)c3ccccc3C2=O)C(=O)c2cccs2)cc1
-6	101	-3	-8	13	-1	103	-6	-10	100	0	C=CCN=C(NC#N)SCCc1ccccc1
-2	96	4	3	17	5	98	2	0	119	-38	CC(CSc1nnnn1-c1ccccc1)Cn1c(N2CCN(C)CC2)nc2c1c(=O)[nH]c(=O)n2C (configuration not stated)
-3	105	-3	0	14	-1	106	-2	-4	102	-11	C/C(=N\NC(=O)CNc1cccc(Cl)c1C)c1cccs1
-7	103	0	1	24	0	102	0	-12	102	-13	O=C(O)c1ccc2noc(-c3ccccc3)c2c1
-21	103	-6	-7	16	-1	103	-5	-15	101	4	COCCNC(=O)c1cccc(Nc2nc(-c3ccccc3)c3cc(Cl)ccc3n2)c1
0	101	0	-2	10	1	?	0	-2	100	-18	Cc1ccc(C)n1-c1ccc(C(=O)N/N=C/c2ccncc2)cc1
-4	98	2	-9	22	-1	100	0	-12	99	1	COC(=O)COc1ccc(S(=O)(=O)NCc2ccco2)cc1
-2	95	1	-4	10	0	?	-2	-3	94	-24	Cc1cc2ncc(S(=O)(=O)c3ccccc3)c(N)n2n1
-6	105	-4	-4	18	-1	102	-4	-9	102	-25	COc1ccccc1C1NC(=O)NC(C)=C1C(C)=O (configuration not stated)
1	110	1	2	7	0	109	3	4	106	9	COc1ccc(C=O)cc1OS(=O)(=O)c1ccc(NC(C)=O)cc1
-5	97	-1	-2	6	-3	101	-1	0	99	-23	COCCCNC(=O)CN1C(=O)/C(=C\c2ccc(C)cc2)Sc2ccccc21
-5	107	-3	-7	26	-2	108	-5	-10	107	-4	CN1CCN(c2nc(NCCOC34CC5CC(CC(C5)C3)C4)nc(OCC(F)(F)F)n2)CC1
-52	100	-2	-1	15	-25	112	-8	2	96	-83	CCOC(=O)c1c(NC(=S)Nc2ccc(Cl)cc2)sc2c1CCN(C)C2
-2	95	-1	2	14	0	98	-3	4	94	6	COc1cc2c(cc1[N+](=O)[O-])n(C(C)C)c(=O)n2C(C)C
-7	99	-6	-3	29	-1	99	-3	-4	98	-22	Cc1cc(C(=O)CSc2nnc(-c3ccccc3)n2Cc2ccc3c(c2)OCO3)c(C)n1C
.	97	.	?	30	.	96	.	.	104	-9	O=c1c2cnn(-c3ccc(F)cc3)c2ncn1Cc1ccccc1
1	100	0	0	16	-3	104	-2	-1	103	-30	Cc1cc(C(=O)N/N=C/c2cccc(Cl)c2Cl)no1
-3	99	0	0	24	0	102	0	-3	98	-55	COc1ccc(N(C(C)C(=O)NCc2ccco2)S(C)(=O)=O)cc1 (configuration not stated)
-1	99	0	-3	44	-3	100	-5	-5	100	-7	O=C(NC1CSC/C1=N\O)c1ccccc1 (configuration not stated)
-1	98	-4	-5	14	1	98	-2	0	100	-8	CCCCNC(=O)n1c(=O)oc2ccc(Cl)cc21
-7	106	-6	-5	23	-3	104	-7	-4	103	-16	CCNc1cc(N2CCCC2)ccc1[N+](=O)[O-]
-8	97	-4	-2	23	-4	97	-9	-3	99	-8	O=C(Nc1cccc2ccccc12)/C(=C\c1cccc([N+](=O)[O-])c1)NC(=O)c1cccs1
-3	96	2	-3	21	1	86	-1	-4	99	-12	COC(=O)c1cccn(CC(=O)c2ccc(Cl)cc2)c1=O
-12	117	-7	-1	17	-1	68	-6	-8	77	-42	CCC(C)NC(=S)N1CCN(Cc2ccc3c(c2)OCO3)CC1 (configuration not stated)
-1	101	-1	1	5	-3	103	-2	0	99	6	COC(=O)/C=C1\N/C(=N\c2nc(C)cc(C)n2)N(c2ccc(C)c(C)c2)C1=O
-3	102	-1	-7	14	-1	101	1	-1	103	4	COc1ccc(C/C(N)=N/OC(=O)Cc2ccccc2)cc1
-12	101	-2	-10	23	-5	102	-10	-18	105	-29	COCCNC(=O)c1c(N)n(-c2ccccc2)c2nc3ccccc3nc12
-7	97	-1	-3	24	-3	103	-5	-4	98	-35	COc1cccc2cc(C(C)N(CCCN3CCOCC3)C(=S)Nc3ccccc3C)oc12 (configuration not stated)
-9	101	-3	-9	36	0	102	-6	-18	102	-28	Cc1nc2c(C(=O)N3CCN(C)CC3)cnn2c(C)c1Cc1ccc(Cl)cc1
-3	101	-3	-4	17	-3	100	-4	-6	100	-17	COc1cc(C)ccc1OCCOc1cc(C)ccc1Cl
-3	101	0	-3	16	0	?	-1	-2	102	-8	O=C(NCc1ccc2c(c1)OCO2)c1ccc(Cl)s1
-4	98	-2	-6	10	0	100	-2	-6	100	-22	Cc1cccc(/C(N)=N/OC(=O)c2cccnc2)c1
0	99	3	2	19	3	96	1	-1	98	-17	CC(=O)c1c(C)n(C)c2ccc(OC(=O)c3ccc([N+](=O)[O-])cc3)cc12
0	104	-1	-1	11	4	101	-3	-1	101	-12	Cc1ccc(-n2ncc3c(SCc4ccccn4)ncnc32)c(C)c1
-3	102	0	-2	15	0	101	-3	2	104	-10	O=C(CCN1C(=O)C2C3C=CC(C3)C2C1=O)NC1CCCc2ccccc21 (configuration not stated)
-3	102	-2	-4	14	1	99	-5	-4	102	5	O=C(O)/C=C/c1cnn(-c2ccccc2)c1
-3	104	-3	-1	63	-2	101	-3	-2	105	-23	Cc1cccc(N2CCN(S(=O)(=O)c3cccc4nonc34)CC2C)c1 (configuration not stated)
-8	99	-2	-10	30	0	99	-2	-4	101	-39	Cc1ccccc1CCNC(=O)C1CCN(S(=O)(=O)c2ccc(-n3cnnn3)cc2)CC1
1	99	-5	2	14	-2	?	-1	4	101	-15	O=[N+]([O-])c1nn(-c2ccc(Cl)cc2)n(O)c1=NCc1ccncc1
0	98	-2	-3	24	0	100	-2	-2	100	-13	CSc1nc(-c2ccccc2)c(C#N)c(=O)n1C
-1	100	0	2	10	0	105	0	-7	102	-39	CN(C)/C=N/c1sc2c(c1C(N)=O)CCCC2
-3	127	0	-3	19	-1	138	-2	-5	135	-11	Cc1ccn2cc(CCNC(=O)Cc3cccs3)nc2c1
-2	100	-1	-3	21	2	96	-1	-2	98	-31	Cc1nc2ccccn2c1/C(O)=C1\C(=O)C(=O)N(CCCn2ccnc2)C1c1ccncc1 (configuration not stated)
-4	102	-3	0	8	-2	102	-3	-6	101	41	O=C(N/N=C\c1cccnc1)c1cc(-c2ccc(Cl)s2)[nH]n1
-1	102	0	-1	9	9	98	3	-6	103	-4	FC(F)(F)c1cccc(Cc2noc(CN3CCCC(OCc4ccccn4)C3)n2)c1 (configuration not stated)
-5	100	0	-7	29	-5	101	-2	-7	101	-27	CC(C)(C)n1ncc2c(=O)n(CC(=O)Nc3ccc4c(c3)OCO4)cnc21
-5	101	-4	-6	12	-1	?	-2	-5	100	-25	COC(=O)c1cc(-c2cccs2)[nH]n1
1	100	2	-10	16	2	101	1	9	94	-39	CC(=O)c1cccc2c(O)c(C3=Nc4ccccc4C3=O)[nH]c12
-12	102	-3	-19	25	-5	101	-11	-25	102	-6	CCOC(=O)CCCNS(=O)(=O)c1c(C)ccc2nsnc12
-2	96	1	-1	14	0	93	-2	4	98	10	CS(=O)(=O)N1CCC(C(=O)Nc2cc(Cl)ccc2Cl)CC1
1	97	-1	0	16	0	99	-3	-2	100	-19	Cc1ccc(OC(=O)c2oc3ccc(F)cc3c2C)c(C)c1
-1	102	1	-3	10	1	99	0	-3	101	-41	Cc1cc(C)n(-c2nc(Nc3ccccc3C)nc(-n3nc(C)cc3C)n2)n1
0	90	4	7	10	3	96	5	0	89	73*	O=[N+]([O-])/C(C(Cl)=C(Cl)Cl)=C(\Nc1ccc(F)cc1)n1cncn1
-8	106	0	-7	32	-3	95	-8	-12	95	6	O=c1c2[nH]c3ccccc3c2ncn1C1CCCCC1

Copied from the list.
GSH bead fluor with CC(C)(C)n1ncc2c(=O)n(CC(=O)Nc3ccc4c(c3)OCO4)cnc21 = 29
Bcl-2 Bim block with CS(=O)(=O)N1CCC(C(=O)Nc2cc(Cl)ccc2Cl)CC1 = -1

One compound at a time, from the list above.
COc1cc(C)ccc1OCCOc1cc(C)ccc1Cl as listed: Bcl-B Bim block: -3; RGS4-Gao reg: 101; Bcl-W Bim block: -3; Bcl-2 Bim block: -4; GSH bead fluor: 17; Bim-Mcl-1: -3; RGS7-Gao reg: 100; Bim-Bcl-XL: -4; Bim-Bfl-1: -6; RGS8-Gao: 100; Mcl1 Bid PPI: -17
COc1ccc(-c2nc(SCC(=O)NCc3ccco3)c(-c3ccccc3)[nH]2)cc1OC as listed: Bcl-B Bim block: -14; RGS4-Gao reg: 102; Bcl-W Bim block: 0; Bcl-2 Bim block: -7; GSH bead fluor: 28; Bim-Mcl-1: -4; RGS7-Gao reg: 102; Bim-Bcl-XL: -7; Bim-Bfl-1: -13; RGS8-Gao: 99; Mcl1 Bid PPI: 1

Next part.
Bcl-B Bim block	RGS4-Gao reg	Bcl-W Bim block	Bcl-2 Bim block	GSH bead fluor	Bim-Mcl-1	RGS7-Gao reg	Bim-Bcl-XL	Bim-Bfl-1	RGS8-Gao	Mcl1 Bid PPI	mol
2	88	2	5	26	6	82	7	3	78	-9	Cn1c(C2CC(=O)N(Cc3ccccc3)C2)nc2ccccc21 (configuration not stated)
-3	98	-3	-2	27	-4	97	-1	-3	101	-15	O=C(OC1CCN(c2ncc(C(F)(F)F)cc2Cl)CC1)c1ccc(Cl)cc1
-2	106	-3	-6	12	-4	115	0	0	101	7	Cc1nn(Cc2c(F)cccc2Cl)c(C)c1[N+](=O)[O-]
0	103	-1	0	13	3	?	2	-2	104	-18	N#C/C(=C\c1cc([N+](=O)[O-])ccc1Cl)C(N)=O
-2	98	-2	-2	48	0	102	-6	-9	106	12	CCOC(=O)c1ccc(NC(=O)c2ccccc2)cc1
8	105	-1	13	31	2	107	3	15	118	1	Nc1ncnc2nc(N3CCN(C(=O)c4ccccc4)CC3)[nH]c12
-6	100	-4	-6	15	-2	?	-3	-9	100	-22	O=C(c1cc2ccccc2o1)N(C1CC1)C1(C(=O)Nc2ccccc2)CCCC1
-5	102	-2	-1	12	-2	101	-5	-2	101	-9	Cn1c(=O)[nH]c(=O)c2cc(C(=O)c3cc(F)ccc3O)cnc21
0	100	0	-2	13	1	98	0	0	101	-18	O=C(CN1C(=O)C2CC=CCC2C1=O)Nc1nc2ccccc2s1 (configuration not stated)
-3	105	0	-2	28	2	104	-4	-7	102	-15	CC(=O)Nc1ccc(S(=O)(=O)N(C)CCOCc2ccccc2)cc1
-9	101	-6	1	27	-3	102	-1	17	100	-73	CCOc1ccc(S(=O)(=O)Nc2cc(Sc3ncn[nH]3)c3oc(=O)sc3c2)cc1
